Screening results (PubChem BioAssay)
OPRM1-OPRD1 inv – inverse agonists of human mu-delta opioid receptor heterodimerization; P35372+P41143; cell-based MOR-DOR heterodimer luminescence, inverse agonism; inhibition, % at 9.3 µM; 340,000 compounds, 0.21% hits; in the data active = inhibition above about 22%, passing the limit was not always enough;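 note: 0% = cells with DMSO and 100% = wells without cells with DMSO; values of inactives mirror those of a sister screen read the other way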
DAGLB inh – diacylglycerol lipase beta (human) inhibition | Q8NCG7 | HEK293T DAGLB membrane lysate, EnzChek fluorogenic substrate | inhibition, % at 5.17 µM | 340,000 compounds, 0.059% hits; in the data active = inhibition above about 34%;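 note: 0% = enzyme with vehicle and 100% = wells lacking enzyme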
Target sequence (Q8NCG7 whole entry, looked up): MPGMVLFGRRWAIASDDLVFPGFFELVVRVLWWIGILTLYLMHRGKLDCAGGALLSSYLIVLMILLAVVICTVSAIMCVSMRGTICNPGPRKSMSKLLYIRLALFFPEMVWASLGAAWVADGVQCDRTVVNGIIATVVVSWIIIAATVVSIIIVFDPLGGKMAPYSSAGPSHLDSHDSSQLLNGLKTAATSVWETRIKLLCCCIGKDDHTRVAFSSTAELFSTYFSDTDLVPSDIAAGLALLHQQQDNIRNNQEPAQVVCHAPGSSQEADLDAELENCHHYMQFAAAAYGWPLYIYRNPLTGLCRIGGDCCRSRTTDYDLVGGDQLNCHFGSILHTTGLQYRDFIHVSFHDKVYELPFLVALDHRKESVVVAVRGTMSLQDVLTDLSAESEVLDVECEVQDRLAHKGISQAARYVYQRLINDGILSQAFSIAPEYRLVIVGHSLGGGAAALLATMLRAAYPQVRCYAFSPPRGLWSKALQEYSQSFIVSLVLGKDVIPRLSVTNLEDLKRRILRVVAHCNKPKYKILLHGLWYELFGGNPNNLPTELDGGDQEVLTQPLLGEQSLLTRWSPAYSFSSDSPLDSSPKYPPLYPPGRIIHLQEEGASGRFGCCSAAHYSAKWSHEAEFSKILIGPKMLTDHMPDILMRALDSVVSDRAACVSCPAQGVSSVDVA
HTR5A inv ag – counter-screen for OPRM1-OPRD1 inverse agonists: human HTR5A inverse agonism; P47898; HTR5A cell line, luminescence; inhibition, % at 9.3 µM; 340,000 compounds, 0.083% hits; AID 504634; in the data active = inhibition mostly above about 23%, no sharp cut-off; inactive = mostly below about 18%;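 note: 0% = cells with DMSO and 100% = no-cell wells with DMSO; some compounds called inactive have numbers as strong as hits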
V-ATPase pHluor – alters yeast V-ATPase proton transport. S. cerevisiae, pHLuorin cytosolic pH fluorescence. 350,000 compounds, 0.37% hits. response, % at 10 µM; in the data active = response mostly above about 7.3%, no sharp cut-off; inactive = mostly below about 5.4%; note: actives read high; inactives centre near 0; some compounds called inactive have numbers as strong as hits; reference of the scale not given here
Pemphigus Ab inh – inhibitors of pemphigus antibody binding to human desmoglein-3; 310,000 compounds, 0.48% hits; binding (percent of control), % at 10 µM; DSG3-coupled beads, scFv-anti-DSG3-GFP binding, flow cytometry; hits give low values; P32926; AID 588358;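 active = binding more than 3 SD below its plate's average and above zero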;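 note: hits lower antibody fragment binding to DSG3; some compounds called inactive have numbers as strong as hits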
PKA-R1A act – activators of PKA-R1A complex; 340,000 compounds, 0.083% hits; PKA-R1A dissociation, Cy5-IP20 fluorescence polarization; scaled: DMSO 0%, 113 µM cGMP 100%; AID 504707; P00514+P68181; activation, % at 11.4 µM;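 active = percent activation above the mean of all tested compounds plus 3 SD, cut at about 19% in these data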;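 note: higher means more PKAc released from R1A so a rise in polarization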
PKA-R2B act – activators of human PKA-R2B complex; P22694+P31323; PKA-R2B holoenzyme dissociation, Cy5-IP20 fluorescence polarization; R2B truncated from residue 108, S112A mutant; 0% DMSO only, 100% 113 µM cGMP; activation, % at 11.4 µM; 340,000 compounds, 0.079% hits;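 active = activation above a cutoff set at the mean over all compounds plus 3 SD, cut at about 18% in these data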;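 note: higher means more holoenzyme dissociation and a rise in polarization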
Target sequence (P31323 whole entry, looked up, other chains not shown, the tested form may be a part): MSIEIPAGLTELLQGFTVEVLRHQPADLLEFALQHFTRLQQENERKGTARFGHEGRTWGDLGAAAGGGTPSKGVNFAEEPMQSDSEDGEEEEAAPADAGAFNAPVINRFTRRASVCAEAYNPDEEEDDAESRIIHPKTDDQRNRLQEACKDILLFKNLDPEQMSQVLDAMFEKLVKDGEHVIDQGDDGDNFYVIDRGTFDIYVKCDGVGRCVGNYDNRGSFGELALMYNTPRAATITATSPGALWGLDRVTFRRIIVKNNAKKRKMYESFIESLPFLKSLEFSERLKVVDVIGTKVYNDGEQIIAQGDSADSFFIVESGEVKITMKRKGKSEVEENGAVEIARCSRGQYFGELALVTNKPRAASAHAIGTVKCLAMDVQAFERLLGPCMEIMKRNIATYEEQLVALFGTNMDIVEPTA
MOR-DOR ag – agonists of human mu-delta opioid receptor heterodimerization; P35372+P41143; cells, OPRM1-OPRD1 heterodimerization, luminescence; AID 504326; 340,000 compounds, 0.3% hits; activation, % at 9.3 µM; in the data active = activation above about 18%;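 note: 0% = vehicle-treated cells and 100% = reference agonist; values of inactives mirror those of a sister screen read the other way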
HTR5A ag ctr – counter-screen for OPRM1-OPRD1 agonists: human HTR5A agonism; P47898; HTR5A agonist assay, luminescence, cell-based; activation, % at 9.3 µM; 340,000 compounds, 0.61% hits; AID 504692; in the data active = activation mostly above about 9.5%, no sharp cut-off; inactive = mostly below about 7.6%;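 note: 0% = cells with vehicle only and 100% = reference agonist; strong numbers were not always called active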
Arr AP2 block – blocks beta-arrestin peptide binding to AP2 adaptin; 340,000 compounds, 0.31% hits; inhibition, % at 10 µM; FITC-arrestin peptide / GST-AP2 beads, flow cytometry; AP2 beta2 appendage carries R879A mutation;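 active = inhibition above a set limit, near 3 SD of compounds lacking own fluorescence, cut at about 54% in these data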;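 note: plate controls were DMSO wells for no effect and 5 µM unlabelled arrestin peptide for full effect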
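System: GST-AP2 R879A bound to glutathione beads, E. coli-expressed. Also added: 50 nM FITC-arrestin peptide. Schedule: compound with beads 12 min RT, then probe 1 h RT. Signal: bead flow cytometry, FITC channel. Read-out basis: percent response.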
Starred values were filed as active, the others as inactive; · = not tested or not shown.

SMILES	OPRM1-OPRD1 inv	DAGLB inh	HTR5A inv ag	V-ATPase pHluor	Pemphigus Ab inh	PKA-R1A act	PKA-R2B act	MOR-DOR ag	HTR5A ag ctr	Arr AP2 block
O=C(CCCCCn1c(SCC(=O)c2ccccc2)nc2ccccc2c1=O)NCc1ccco1	-8	0	-50	5	90	9	10	1.6	21*	9
Cc1cc(C)c(S(=O)(=O)Nc2c(C)[nH]c(=O)[nH]c2=O)c(C)c1	0	1	20	0	97	-10	-4	0.0	1	-4
CN1CCN(CCC(=O)N/N=C/c2ccccn2)CC1	1	-1	-2	-3	108	13	3	-0.2	1	2
O=C(COC(=O)c1ccc(Cl)cc1[N+](=O)[O-])NCc1ccco1	-9	0	-2	6	·	3	6	2.2	1	19
CC(=O)NNc1cc(N2CCOCC2)nc(N2CCOCC2)n1	10	-1	-8	-2	106	6	7	-1.8	-4	-2
CCOC(=O)C1=C(C)N(C)C(=S)NC1c1ccc(Cl)cc1Cl (configuration not stated)	1	-1	-5	-8	97	-5	2	-0.1	4	-2
CC(C)n1cnc2c(NCc3ccc(S(N)(=O)=O)cc3)nc(NCc3ccc(S(N)(=O)=O)cc3)nc21	11	-1	12	-1	102	10	-6	-2.0	-3	-4
Cc1ccccc1Cn1c(CN2CCc3ccccc3C2)nc2c1c(=O)n(C)c(=O)n2C	1	1	9	0	102	-4	0	-0.1	0	-3
O=C(O)C(C/C(=N/O)c1ccc(Br)cc1)P(=O)(c1ccccc1)c1ccccc1 (configuration not stated)	16	0	-3	0	101	14	4	-3.0	1	0
CC(=O)COc1ccc(-c2csnn2)cc1	15	-1	-1	2	·	-10	10	-3.0	1	12
c1ccc(-c2ccc(C3CCCN3)cc2)cc1 (configuration not stated)	1	-5	12	-2	108	-3	-7	-0.1	-3	24
Cc1cccc(N2CCN(C(=O)c3cc(=O)[nH]c4ccccc34)CC2)c1C	5	4	18	14*	108	5	-4	-0.9	0	0
O=C(Cc1ccc(Br)cc1)N1CCN(c2ccc(F)cc2)CC1	-2	-7	15	3	104	-8	8	0.5	-4	-10
Cc1ccc(C2NC(=O)c3c(sc4c3CCN(C)C4)N2)o1 (configuration not stated)	-4	-8	5	0	102	0	-12	0.6	-2	25
O=C(CS(=O)CC(=O)N(c1ccccc1)C(C(=O)NC1CCCC1)c1cccs1)Nc1ccc(F)cc1 (configuration not stated)	3	1	-5	-1	99	-15	-4	-0.6	2	4
Cc1cc(OCC(=O)N2CCN(c3ncccn3)CC2)ccc1Cl	1	-7	11	-2	·	-7	3	-0.1	-4	7
COc1ccccc1-n1nnnc1SCc1cc2c(cc1Br)OCO2	7	-5	14	0	98	-2	-8	-1.6	0	26
C[C@H]1CN([C@@H](C)CO)C(=O)c2cccc(NS(=O)(=O)c3ccc(F)cc3)c2O[C@H]1CN(C)Cc1ccc(Cl)c(Cl)c1	-7	2	-13	1	99	-7	-8	1.2	1	8
O=C(COC(=O)c1ccc(Cl)c(S(=O)(=O)N2CCOCC2)c1)Nc1ccc2[nH]c(=O)[nH]c2c1	18	-4	-3	1	101	2	0	-4.8	2	2
O=c1nc2ccccc2c2n1CC(CN1CCN(c3ccccc3F)CC1)N2 (configuration not stated)	15	0	-1	-4	110	-16	-10	-3.0	0	10
CC(C)OC(=O)c1ccc(NC(=S)NC(=O)c2cncc(Br)c2)cc1	13	-1	6	4	104	-6	-9	-2.9	-2	1
CCCS(=O)(=O)c1nc(S(=O)(=O)c2ccc(C)cc2)c(NCCCn2ccnc2)s1	10	1	-7	2	·	8	-3	-1.8	2	-1
Cc1cc2ccccn2c1C(=O)c1ccc([N+](=O)[O-])cc1[N+](=O)[O-]	-35	-2	-11	5	·	1	-2	5.5	-4	14
COc1ccc(C(=O)NCC(=O)OCC(=O)NC2CCCC2)cc1	11	2	0	2	105	-2	-5	-1.6	-2	1
CCCc1cc(=O)c2ccc(OCC(C)=O)cc2o1	12	-2	7	-5	106	2	-2	-2.4	8	-2
Cc1nc2ccc(S(=O)(=O)Nc3cc(-c4nc5cccnc5s4)ccc3C)cc2s1	9	2	-38	3	102	-8	-4	-1.6	12	-6
CCN1CC(CN(C)Cc2nc(COc3ccccc3)no2)CC1=O (configuration not stated)	8	0	10	3	104	-3	1	-1.7	0	-7
CCOC(=O)C(C)(C)Oc1ccc(Cl)cc1	-21	-2	-28	-6	114	1	0	3.9	8	6
Cc1ccccc1NC(=S)N1CCCC1	7	0	0	-2	130	3	0	-1.2	4	-26
Cc1ccc2nc(NCCc3ccccc3)c3nncn3c2c1	15	-4	3	2	92	-8	-5	-2.6	-1	28
N#Cc1cc([N+](=O)[O-])ccc1Oc1cccc(/C=N/NC(=O)c2ccc(Cl)cc2)c1	-35	3	-8	4	98	1	6	5.9	2	-8
CCCCNC(=O)CCNC(=O)c1ccc(C(C)(C)C)cc1	11	1	-25	1	106	-8	-4	-2.1	-2	-9
COc1cccc(OCc2cc(C(=O)NC3CCOCC3)no2)c1	3	0	9	-3	103	-2	4	-0.7	-1	8
CCOc1ccc(C2=CS/C(=C(\C#N)c3nnc4n3CCCCC4)N2CC)cc1	12	2	-15	-1	101	1	-1	-2.2	15*	-3
COC(=O)Cn1cc(C(=O)OC)cc(Br)c1=O	9	-2	1	3	94	7	9	-1.6	0	1
Cc1ccc2nc(C)c(C(=O)N/N=C/c3ccccc3[N+](=O)[O-])cc2c1	8	0	-15	-2	86	-11	1	-1.7	5	-6
Cc1cc(N2C(=O)C(O)=C(C(=O)c3ccco3)C2c2cccc(Oc3ccccc3)c2)no1 (configuration not stated)	8	13	8	1	108	-2	2	-1.7	-2	45
CCn1c(SCC(=O)OC)nc2sc3c(c2c1=O)CCC3	7	-6	-4	-4	81	-13	-14	-1.2	2	32
CCCCn1c(N)c(N(CCC(C)C)C(=O)CSc2nc3ccccc3s2)c(=O)[nH]c1=O	·	7	·	-3	101	6	10	·	·	·
CC(=O)Nc1ccc(NC(=O)c2cc(=O)c3ccccc3o2)cc1	17	1	-10	2	89	3	6	-2.7	3	-7
C=CCn1c(N)c(C(=O)N2CCN(C)CC2)sc1=S	15	2	-8	-1	130	-10	1	-2.6	1	-2
O=C(c1ccc(OC2CCN(C/C=C/c3ccc(F)cc3)CC2)cc1)N1CCCC1	8	-2	5	0	104	-7	-2	-1.4	-1	25
Cc1cccc(-n2ncc3c(NCCN4CCOCC4)ncnc32)c1	8	-5	1	2	98	-2	6	-1.9	0	-2
NC(=O)c1ccccc1NC(=O)Nc1cccc(Cl)c1Cl	2	1	-11	1	100	4	-4	-0.3	-5	2
Cc1ccc(OCC(=O)N2CCN(C3=NS(=O)(=O)c4ccccc43)CC2)cc1	7	-2	-12	5	100	-5	4	-1.1	0	-2
Cc1ccc(S(=O)(=O)N2CCN(C(=O)COC(=O)COc3ccc(Br)cc3)CC2)c(C)c1	15	0	-14	-1	·	0	4	-3.7	6	4
COc1ccc(/C=C/C(=O)Nc2ccc(NC(C)=O)cc2)cc1S(=O)(=O)N1CCOCC1	11	-1	-5	1	101	1	-4	-2.1	2	8
Cn1c(-c2ccc(F)cc2)cnc1NCc1cccc([N+](=O)[O-])c1	33	0	7	6	111	5	1	-6.6	-2	35
Cc1cccc(NS(=O)(=O)c2ccc(S(=O)(=O)N3CCCC3)cc2)c1	·	1	·	·	96	-9	2	·	·	·
CCCCOc1ccc(C(=O)NCC(=O)NC2CC2)cc1	12	2	-14	-1	104	6	11	-1.8	0	-8
Cc1cc(=O)n2nc(N3CCCC(C(=O)NCc4ccccc4Cl)C3)sc2n1 (configuration not stated)	15	0	28	-2	·	13	0	-2.8	2	9
Cc1ccc(C(=O)C(C)OC(=O)c2nc(Cl)ccc2Cl)cc1 (configuration not stated)	4	-4	1	2	98	-13	2	-0.8	-3	11
C/C(=N\NC(=O)c1ccc([N+](=O)[O-])c(C)c1)c1ccccc1Cl	-2	-2	-6	-1	98	7	-9	0.4	-2	41
Cc1ccc(Sc2c(C)nn(C(=O)CNS(=O)(=O)c3ccc(F)cc3)c2C)cc1	-8	0	12	0	96	-13	-16	1.3	-5	-5
COc1cccc(N2[C@@H](CC(=O)O)c3cc(C(F)(F)F)ccc3S2(=O)=O)c1	10	-1	-21	-1	101	-3	-10	-1.9	0	-2
COc1ccccc1C(CNC(=O)C1CC(=O)N(Cc2ccc(C)cc2)C1)N1CCCC1 (configuration not stated)	-4	0	11	-4	89	-2	-15	0.6	-4	6
S=C(NCc1ccncc1)NC1CCCCC1	-2	2	-3	1	86	-3	4	0.2	1	6
CC(C)COc1ccc(C(=O)CCN2CCCCC2)cc1	5	3	1	3	107	-1	0	-0.9	-2	-7
CC(C)C(C(=O)OCC(=O)c1ccc2c(c1)NC(=O)CO2)N1C(=O)c2ccccc2C1=O (configuration not stated)	-3	-1	-5	-1	94	-16	1	0.5	1	-1
CCCSC1=C(C#N)C2(CCCCC2)C(C#N)=C(N)N1	5	-2	5	1	101	3	0	-1.0	-2	30
Remaining list, next part:
SMILES	OPRM1-OPRD1 inv	DAGLB inh	HTR5A inv ag	V-ATPase pHluor	Pemphigus Ab inh	PKA-R1A act	PKA-R2B act	MOR-DOR ag	HTR5A ag ctr	Arr AP2 block
O=C(CSc1nnc(-c2ccccc2Cl)o1)Nc1ccccn1	-2	-4	-14	1	104	-4	9	0.3	-2	9
C/C(=N\NC(=O)c1cccc(S(=O)(=O)N2CCOCC2)c1)c1ccc(OCC(=O)N(C)C)cc1	8	1	-9	-1	101	-9	1	-1.6	3	-8
Cc1ccc(C(=O)CSc2nn3c(=O)c(C(C)(C)C)nnc3s2)cc1	7	-4	5	-2	96	12	-6	-1.2	3	-3
COC(=O)c1ccc(CNC(=O)COC(=O)CCC2CCCC2)cc1	7	-1	2	2	102	-4	-2	-1.2	-2	40
Cn1nnnc1SCC(=O)C(C)(C)C	9	1	-4	0	70	4	-4	-1.7	1	-5
Cc1cc(C)cc(NC(=O)c2cc3c(=O)n4ccccc4nc3s2)c1	-1	3	16	0	88	14	4	0.1	2	12
O=C(NC1CC1)c1ccc(CS(=O)c2ccc(Br)cc2)o1 (configuration not stated)	13	-2	-7	0	105	9	-3	-2.5	-2	-10
CC(=O)N1CCN(c2ccc(N)cc2)CC1	-1	1	2	-1	108	-12	-7	0.2	-1	6
CC1CCCN(Cc2c(O)ccc3c2O/C(=C\c2ccco2)C3=O)C1 (configuration not stated)	1	2	7	-2	95	0	-5	-0.1	-1	10
c1coc(C2=NC(c3ccco3)C(c3ccco3)N2)c1 (configuration not stated)	11	2	-12	-3	99	6	5	-2.2	3	21
OCCN=C1CCCc2c1[nH]c1ccc(Cl)cc21	-15	-6	-7	-3	103	-8	6	2.9	13*	-17

Whole records as entered above. Screens in order: OPRM1-OPRD1 inv | DAGLB inh | HTR5A inv ag | V-ATPase pHluor | Pemphigus Ab inh | PKA-R1A act | PKA-R2B act | MOR-DOR ag | HTR5A ag ctr | Arr AP2 block
C/C(=N\NC(=O)c1cccc(S(=O)(=O)N2CCOCC2)c1)c1ccc(OCC(=O)N(C)C)cc1 in the list: 8 | 1 | -9 | -1 | 101 | -9 | 1 | -1.6 | 3 | -8
CC1CCCN(Cc2c(O)ccc3c2O/C(=C\c2ccco2)C3=O)C1 (configuration not stated) in the list: 1 | 2 | 7 | -2 | 95 | 0 | -5 | -0.1 | -1 | 10
